PLK1 PBD block: blocks phosphopeptide binding to human PLK1 polo-box domain; Plk1 PBD binding of FITC phosphopeptide, fluorescence polarization; Potency, µM, without a hit: max response, negative = inhibition, hits mostly inhibitors; hit rate 2.8% among 360,000; AID 720504; also: potency is read from the fitted curve at half-maximal effect; series mostly up to about 57 µM; % is scaled to controls: 0 for no effect and ±100 for the full control effect; nearly all actives have a fitted effect of over 65% in size
Target sequence (P53350 whole entry, looked up, the tested form may be a part): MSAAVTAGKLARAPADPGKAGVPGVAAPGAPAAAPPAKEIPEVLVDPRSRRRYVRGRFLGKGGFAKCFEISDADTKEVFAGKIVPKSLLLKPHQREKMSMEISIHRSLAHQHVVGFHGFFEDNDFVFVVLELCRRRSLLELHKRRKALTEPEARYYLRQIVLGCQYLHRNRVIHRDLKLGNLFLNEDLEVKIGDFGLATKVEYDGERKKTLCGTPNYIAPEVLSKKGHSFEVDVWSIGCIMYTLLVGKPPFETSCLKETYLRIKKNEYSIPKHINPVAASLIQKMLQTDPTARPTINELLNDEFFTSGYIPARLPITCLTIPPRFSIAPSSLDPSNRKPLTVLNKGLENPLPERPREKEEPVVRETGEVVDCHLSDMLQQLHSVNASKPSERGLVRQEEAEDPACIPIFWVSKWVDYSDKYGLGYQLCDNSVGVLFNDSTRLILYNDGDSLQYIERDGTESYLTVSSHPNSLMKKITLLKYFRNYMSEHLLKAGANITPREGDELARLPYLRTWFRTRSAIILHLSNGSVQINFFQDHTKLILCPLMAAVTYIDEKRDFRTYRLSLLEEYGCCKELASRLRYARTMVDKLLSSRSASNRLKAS
PI5P4K alpha inh: PI5P4K alpha (human) kinase inhibition; max response, %; PI5P4Kalpha enzyme, ADP-Glo luminescence, 60 min; active compounds read low; hit rate 1.2% among 330,000; AID 652105; active = max response of -50% or lower; inconclusive = between -30% and -50%; inactive = -30% or higher; also: value at the top dose of about 77 µM; % is scaled to controls: 0 for no effect and ±100 for the full control effect
Target sequence (P48426 whole entry, looked up): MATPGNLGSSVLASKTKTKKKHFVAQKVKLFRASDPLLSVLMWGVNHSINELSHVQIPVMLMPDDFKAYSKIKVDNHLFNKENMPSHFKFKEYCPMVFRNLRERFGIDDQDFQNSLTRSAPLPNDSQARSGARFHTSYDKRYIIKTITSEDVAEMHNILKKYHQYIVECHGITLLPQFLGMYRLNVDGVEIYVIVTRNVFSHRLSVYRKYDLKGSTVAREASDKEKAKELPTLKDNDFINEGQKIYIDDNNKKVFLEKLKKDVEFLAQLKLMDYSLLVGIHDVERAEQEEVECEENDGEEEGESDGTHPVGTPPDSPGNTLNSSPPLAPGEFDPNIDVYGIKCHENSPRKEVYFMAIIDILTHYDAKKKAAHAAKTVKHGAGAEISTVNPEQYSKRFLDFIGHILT
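Single end-point luminescence (ADP-Glo) quantified ADP from PI5P4Kalpha turnover; ATP 5 microM final, 1 h at RT, 0.1% CHAPS and 0.28 mM EGTA in HEPES pH 7.4.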
GLP1R inv ag: GLP-1 receptor (human) inverse agonism. P43220. HEK293 GLP-1R CRE-luciferase, luminescence, 24 h; GLP-1R form is constitutively active. Potency, µM (top dose mostly 38.3 µM), inactives show at the highest dose activity change, negative = inhibition, usual class: inhibitors. hit rate 1.6% among 410,000. AID 624417; also: potency is read from the fitted curve at half-maximal effect; % is scaled to controls: 0 for no effect and ±100 for the full control effect; nearly all actives have a fitted effect of over 55% in size
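Constitutively active GLP-1R drives a cAMP-responsive luciferase in stably transfected HEK293 cells; test compounds are added after overnight (12 h) attachment and left 24 hr, and signal loss in luminescence marks inhibition.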
D3 antag: antagonists of human D3 dopamine receptor; P35462; D3R cells, DiscoveRx beta-arrestin luminescence, antagonist mode; active compounds read low; max response, negative = inhibition, %; hit rate 2.5% among 360,000; AID 652054; in the data active = max response below about -50%; inconclusive = no clear call, values can overlap the other calls; also: % is scaled to controls: 0 for no effect and ±100 for the full control effect; mostly tested at two doses, the higher about 12 µM
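Cells plated overnight at 1500 cells/well, then exposed to library compounds with dopamine controls for 90 minutes at 37 degrees C. DiscoveRx reagent added for 30–60 minutes at room temperature; luminescence read, quantitative HTS format.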
WRN inhibitor: inhibitors of human WRN helicase. Q14191. WRN helicase unwinding, fluorescent forked duplex, kinetic. Potency, µM (series often up to 114 µM), without a hit: at the top dose activity change, negative = inhibition, most hits filed as inhibitors. hit rate 0.46% among 360,000; also: potency is read from the fitted curve at half-maximal effect; % is scaled to controls: 0 for no effect and ±100 for the full control effect; nearly all actives have a fitted effect of over 55% in size
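Kinetic fluorescence helicase assay: unwinding of a quenched forked DNA duplex (100 nM final) with 2 mM ATP final raises red fluorescence (525/598 nm). Compounds sat 15 min at room temperature with 20 nM WRN beforehand.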
GLP-1R agonist: agonists of human GLP-1 receptor | Potency, µM (series often up to 45.6 µM), for the others: at the top dose activation, actives largely listed as activators | hit rate 0.007% among 380,000 | HEK293 GLP-1R CRE-luciferase, luminescence, 4-6 h; cells express a hypersensitive GLP-1R form | AID 624172; also: potency is read from the fitted curve at half-maximal effect; % of control where 0% means no effect
D3 ag: activates the human D3 dopamine receptor | P35462 | D3R DiscoveRx beta-arrestin cells, luminescence, 90 min | max activation, % | hit rate 0.58% among 410,000 | AID 652048; in the data active = max activation above about 30%; also: 0% is about no effect; mostly tested at two doses, the higher about 12 µM
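Agonist mode: compounds and dopamine controls were applied to plated cells for 90 min at 37 degrees C after an overnight attachment at 1500 cells/well. Luminescent read-out followed 30 - 60 minutes at room temperature with DiscoveRx detection reagent.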
HEK293 tox: cytotoxic in the GLP-1 receptor inverse agonist counter-screen; HEK293 cAMP-luciferase reporter cells, luminescence, 24 h; Potency, µM (titrated, usually from 38.3 µM), for inactives: at the top dose activity change, negative = inhibition, usual class: inhibitors; hit rate 0.13% among 410,000;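 also: loss of luciferase light is scored as toxicity; potency is read from the fitted curve at half-maximal effect; % is scaled to controls: 0 for no effect and ±100 for the full control effect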
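Seeding density was 200 cells/uL; after overnight-length (12 h) culture, 23 nL compounds went on for 24 h at 37 °C. Readout used a luciferase detection reagent, luminescence taken after 12 min at room temperature.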
IL-2 act: IL-2 activation | IL-2 activation reporter assay, cell-based qHTS; stimulated with anti-CD3/CD4/CD28 beads; in transgenic mouse T cells | activation, % (series mostly up to about 46 µM) | hit rate 0.065% among 360,000; in the data active = activation above about 50%; inconclusive = mostly about 30% to 49%; also: 0% is about no effect
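Unstimulated transgenic mouse T cells; 60-min compound exposure; bead-based TCR/CD4/CD28 stimulation; 18 h culture, 37 degrees C; dual fluorescence (EGFP, DsRed) plate cytometry.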
An asterisk follows results filed as active; ? = inconclusive; · = not tested or not shown; & = joins results of further samples; [ ] = remark or other dose. Unless noted, calls follow the shape of the dose curve; as a rule, active = well fitted curve in the direction sought with a large enough effect; inconclusive = small, poorly fitted or top-dose-only effect, or another doubt; inactive = no such curve, though single readings can be large; an effect the other way counts as inactive or inconclusive. Outcome played no part in choosing rows, and some 7.8% of all compounds hit somewhere here.

SMILES	PLK1 PBD block	PI5P4K alpha inh	GLP1R inv ag	D3 antag	WRN inhibitor	GLP-1R agonist	D3 ag	HEK293 tox	IL-2 act
CCOc1ccc(C(CC(=O)Nc2cc(C)c(Cl)cc2OC)N2Cc3ccccc3C2=O)cc1OC (configuration not stated)	·	·	-18.0%	·	·	-4.9%	-9.6	-6.6%	·
CCOC(=O)c1nn(-c2ccc(C)cc2)c(C)c1C(C)=O	-5.0%	-0.3	-7.2%	10.7	-1.5%	9.2%	-2.9	23.9%	-0.2
CCc1ccc(N2C(=O)CC(N3CCC(C(=O)OC)CC3)C2=O)cc1 (configuration not stated)	0.0%	-1.1	0.3%	-5.0	-0.2%	-7.4%	1.5	-4.9%	1.2
Cc1ccccc1CSCC(=O)c1c(N)n(CC(C)C)c(=O)n(C)c1=O	-1.4%	10.4	-9.8%	-27.5	-2.3%	-3.1%	0.8	3.1%	-0.2
COc1ccc(OC)c(S(=O)(=O)N2CCC(C(=O)NC3CC3)CC2)c1	-6.4%	-11.6	13.0%	-10.6	-32.7%	0.8%	1.8	8.1%	0.1
CC(Oc1ccccc1)C(=O)Nc1nnc(S(=O)(=O)N2CCCCCC2)s1 (configuration not stated)	-11.4%	-4.1	?	-3.1	-2.1%	-4.2%	4.3&7.5	-4.0%&1.1%	-0.4
COc1ccc(NC(=O)CN2CCN(c3ccc(F)cc3)CC2)cc1Cl	-9.0%	4.6	?	3.7	-23.0%	-24.1%	-14.5	-12.3%	1.4
COc1ccc(CN2CCN(S(=O)(=O)c3ccc(F)cc3)CC2)c(OC)c1OC	-0.8%	·	0.0%	-25.2	6.4%	1.4%	-1.4	-6.2%	-2.1
CCOC(=O)N1CCN(C(=O)c2ccc(-n3c(C)ccc3C)cc2)CC1	-2.3%	-2.7	54.2%[activator]	4.9	2.9%	6.3%	-2.0	-20.2%	-1.9
COc1ccc(C(=O)/C(C#N)=N/Nc2cccc([N+](=O)[O-])c2)cc1	?	-1.9	?	27.8	-11.7%	-4.3%	5.5	?	-1.1
Cc1ccc(C(=O)Nc2nc(C(C)(C)C)cs2)s1	-4.0%	6.5	?	-9.9	-14.4%	2.5%	-2.9	15.7%	-0.3
Cc1nc2c(-c3ccccc3)cnn2c(N2CCOCC2)c1C	-5.6%	19.8	35.9%	0.8	-0.6%	17.3%	1.2	0.0%	-1.7
O=C(Nc1cccc(NC(=O)C2CCCO2)c1)c1ccco1 (configuration not stated)	-2.0%	2.5	17.1%	10.7	-2.0%	-3.1%	0.6	7.6%	-0.1
Cc1ccc(C(=O)CSc2nnc3n2CCCCC3)s1	4.1%	-3.7	9.3%	4.3	8.3%	-6.6%	4.7	-3.8%	0.8
COc1ccc(CNC(=O)/C=C/c2cc([N+](=O)[O-])ccc2OC(F)F)cc1	-10.4%	·	-1.7%	-21.9	-4.6%	-1.5%	-12.2	-7.5%	-0.5
COc1ccc(OC)c(/C=N/NC(=O)C(=O)N2CCCCCC2)c1	0.8%	3.6	22.2%	7.9	0.1%	-3.9%	6.5	-16.1%	3.5
COc1ccccc1CNC(=O)C1CC(=O)N(c2ccc(C)c(C)c2)C1 (configuration not stated)	4.3%	·	-5.4%	-28.7	-9.3%	4.5%	-6.6	-7.9%	2.3
O=C(OC(C(=O)NC1CCCCC1)c1ccc(C(F)(F)F)cc1)c1ccco1 (configuration not stated)	0.1%	0.7	2.4%	9.1	15.7%	-6.4%	8.2	-1.7%	-2.1
NS(=O)(=O)c1ccc(NC(=S)Nc2ccn(Cc3cccc4ccccc34)n2)cc1	-19.2%	-21.7	-42.4%	?	-9.3%	15.1%	-8.5	-11.0%	-2.1
COC(=O)c1sc(SC)c(S(=O)(=O)C(C)C)c1N	-2.8%	-10.3	4.4%	4.0	2.5%	-8.0%	-17.1	-0.2%	0.9
O=C(O)C(Cc1ccccc1)N1C(=O)c2cccc3cccc(c23)C1=O (configuration not stated)	-9.2%	-2.9	-11.8%[7.66 µM]	-9.6	-16.3%	4.7%	-4.1	-3.3%[7.66 µM]	1.9
CCOC(=O)c1ccc(NC(=O)CSc2nc(N)c(NC(=O)c3ccc(Br)o3)c(=O)[nH]2)cc1	-13.3%	-7.6	3.6%	9.1	?	0.3%	-5.1	-2.9%	0.7
CN(c1ncnc(N)c1[N+](=O)[O-])C1CCCCC1	-8.8%	0.8	?	-2.0	8.1%	-8.7%	-0.6	3.4%	1.2
O=C(c1ccc([N+](=O)[O-])o1)N1CCN(Cc2ccccc2)CC1	-2.0%	-3.6	34.8%[activator]	?	3.8%	0.4%	-7.3	-7.2%	2.9
Cc1ccc(NC(=O)CCN2CCN(C)CC2)cc1	-13.0%	-3.1	17.8%	0.4	-2.4%	0.0%	5.2	6.4%	1.4
Remaining list, next part.
SMILES	PLK1 PBD block	PI5P4K alpha inh	GLP1R inv ag	D3 antag	WRN inhibitor	GLP-1R agonist	D3 ag	HEK293 tox	IL-2 act
Cc1cccc(NC(=O)CN2C(=O)c3cccc4cccc2c34)c1C	·	·	6.4%	·	·	-6.1%	5.5	80.4%[activator]	·
Cc1noc(C)c1NC(=O)N(C)C[C@@H]1Oc2ccc(NC(=O)CCC(F)(F)F)cc2CC(=O)N([C@@H](C)CO)C[C@@H]1C	-13.0%	-2.1	10.0%	29.1	-2.8%	-0.5%	-6.4	12.1%	0.1
O=C(Cn1cnc2ccccc2c1=O)N(Cc1ccco1)c1ccc(O)cc1	-9.4%	·	7.1%	-11.8	-6.3%	2.7%	-5.4	7.1%	-3.0
Cc1ccc(CNC(=O)Cc2ccc(-n3c(=O)[nH]c4ccsc4c3=O)cc2)cc1	-3.2%	-4.7	?	-12.1	-34.0%[57.1 µM]	-3.4%	-9.6	14.6%[1.53 µM]	-0.2
Cc1ccc(-n2nc3c(c2NC(=O)c2ccc4c(c2)OCO4)CS(=O)C3)c(C)c1 (configuration not stated)	-2.4%	-11.3	9.3%	-23.9	2.4%	0.9%	-11.4	22.1%	-0.2
C/C(CC(C)C)=N/Nc1ccc([N+](=O)[O-])cc1[N+](=O)[O-]	-2.6%	2.0	7.1%	35.7	-4.6%	11.8%	18.2	0.0%	0.1
Clc1ccc2c(NCc3ccccn3)ccnc2c1	-4.1%	-1.0	17.2%	43.9	-9.5%	5.4%	-2.6	6.8%	-2.9
COc1ccccc1OCC#CCNC1CCCCC1C (configuration not stated)	-20.8%	-4.6	-11.3%	-6.1	-2.1%	1.8%	-7.6	-25.8%	-0.9
CCOC(=O)c1nnsc1N	3.3%	1.4	15.6%	0.8	8.7%	-0.1%	2.5	-6.2%	-0.2
COc1ccc(OC)c(-c2nnc(-c3ccc(C)o3)o2)c1	-8.6%	-7.4	14.1%	-0.8	-8.2%	22.0%	0.4	-17.9%	-1.0
COc1ccc(-n2cc(-c3ccccc3)c3c(=S)nc[nH]c32)cc1	-12.3%	-4.3	-22.9%	-2.0	-4.1%	15.5%	3.1	11.9%	-0.1
Cc1cc(=O)n(C)c(=O)n1CCCCCOc1cccc([N+](=O)[O-])c1	1.0%	·	0.0%	25.7	8.0%	9.4%	-1.3	0.2%	-1.6
CCCc1cc(=O)[nH]c(SCC(=O)Nc2cc(C)on2)n1	7.6%	-0.4	15.3%	8.4	0.7%[57.1 µM]	-0.2%	-6.4	-10.9%	-0.1
Cc1c(CC(=O)O)c(=O)oc2c(C)c(OCc3ccccc3Br)ccc12	-26.3%	2.0	21.9%	2.6	-13.2%[11.6 µM]	-0.5%	0.6	1.8%	-2.3
Cc1cc(Br)cc(Cl)c1OC(=O)c1ccncc1	-9.9%	16.8	-2.5%	8.7	7.2%	9.1%	4.6	2.3%	2.2
N=c1c2c(n(Cc3ccc(F)cc3)c3c1CCC3)CCC2	-3.1%	·	?	-6.4	-1.3%	13.9%	-3.4	?	-1.7
CCOC(=O)C1(C)CCN1C(=O)c1ccccc1 (configuration not stated)	-9.9%	-0.7	18.8%	-8.6	-2.9%	-1.3%	-4.0	1.6%	-0.3
CC1CN(C(=O)c2ccccc2)c2ccccc2NC1=O (configuration not stated)	-0.7%	8.3	12.0%	16.0	2.8%	-2.5%	2.8	-13.8%	-0.1
CCO[C@@H]1OC(C(=O)NCc2ccccc2)=C[C@H](c2coc3ccccc3c2=O)[C@H]1CCCO	-2.5%	6.7	38.9%[activator]	?	-1.5%	27.2%	-10.9	-24.2%	15.3
COc1ccc(OC)c(S(=O)(=O)NCC(c2ccco2)N2CCc3ccccc32)c1 (configuration not stated)	-2.3%	6.2	?	-12.3	-10.7%	-1.1%	-7.7	-4.9%	-0.5
O=C(c1ccc(F)cc1)N1CCC(C(=O)N2CCN(Cc3ccc4c(c3)OCO4)CC2)CC1	-0.2%	9.6	-3.7%	19.6	0.9%	-2.2%	0.0	-3.2%	17.2
C[C@@H]1CN([C@@H](C)CO)C(=O)CCCn2nncc2CO[C@H]1CN(C)C(=O)NC1CCCCC1	-9.9%	-9.6	20.0%	-2.8	2.7%	4.6%	-4.5	8.4%	1.6
CC(=O)C1C(c2ccccc2)c2c(n[nH]c2C)CC1(C)O (configuration not stated)	0.2%	-6.3	-0.2%	0.0	-0.8%	-4.0%	-1.6	-7.8%	2.0

Part of the list above, with two lines to a compound.
Every second line gives: PLK1 PBD block	PI5P4K alpha inh	GLP1R inv ag	D3 antag	WRN inhibitor	GLP-1R agonist	D3 ag	HEK293 tox	IL-2 act
- COc1ccc(OC)c(S(=O)(=O)NCC(c2ccco2)N2CCc3ccccc32)c1 (configuration not stated)
  -2.3%	6.2	?	-12.3	-10.7%	-1.1%	-7.7	-4.9%	-0.5
- O=C(c1ccc(F)cc1)N1CCC(C(=O)N2CCN(Cc3ccc4c(c3)OCO4)CC2)CC1
  -0.2%	9.6	-3.7%	19.6	0.9%	-2.2%	0.0	-3.2%	17.2
- C[C@@H]1CN([C@@H](C)CO)C(=O)CCCn2nncc2CO[C@H]1CN(C)C(=O)NC1CCCCC1
  -9.9%	-9.6	20.0%	-2.8	2.7%	4.6%	-4.5	8.4%	1.6

Source: PubChem BioAssay
